FUS suppressor: suppressors of FUS proteinopathy in yeast | S. cerevisiae FUS-expressing, growth rescue, OD600, 24 h | Potency, µM (top dose mostly 76.6 µM), inactives show at the top dose growth rescue (activation), actives largely listed as activators | hit rate 0.24% among 390,000 | AID 1347120;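 also: potency is read from the fitted curve at half-maximal effect; plate controls were DMSO vehicle for no effect and reference control for full effect; nearly all actives have a fitted effect of over 55% in size; some results filed as inactive show a strong effect at the top dose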
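FUS-expressing yeast, raffinose-pregrown, induced in 2% galactose minimal medium at OD 0.005; compounds in a dilution series, 24hr at 30C. Growth restoration read as absorbance at 600 nm. CP55940 positive control, DMSO negative.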
EPAC1 antagonist: blocks human EPAC1 exchange factor | O95398 | hit rate 0.14% among 360,000 | Potency, µM (highest dose often 115 µM), inactives show at the top dose activity change, negative = inhibition, actives largely listed as inhibitors | EPAC1 GEF assay, Rap1b-BODIPY-GDP exchange fluorescence;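 also: potency is read from the fitted curve at half-maximal effect; plate controls were vehicle for no effect and positive control for full effect; nearly all actives have a fitted effect of over 50% in size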
Target sequence (O95398 whole entry, looked up): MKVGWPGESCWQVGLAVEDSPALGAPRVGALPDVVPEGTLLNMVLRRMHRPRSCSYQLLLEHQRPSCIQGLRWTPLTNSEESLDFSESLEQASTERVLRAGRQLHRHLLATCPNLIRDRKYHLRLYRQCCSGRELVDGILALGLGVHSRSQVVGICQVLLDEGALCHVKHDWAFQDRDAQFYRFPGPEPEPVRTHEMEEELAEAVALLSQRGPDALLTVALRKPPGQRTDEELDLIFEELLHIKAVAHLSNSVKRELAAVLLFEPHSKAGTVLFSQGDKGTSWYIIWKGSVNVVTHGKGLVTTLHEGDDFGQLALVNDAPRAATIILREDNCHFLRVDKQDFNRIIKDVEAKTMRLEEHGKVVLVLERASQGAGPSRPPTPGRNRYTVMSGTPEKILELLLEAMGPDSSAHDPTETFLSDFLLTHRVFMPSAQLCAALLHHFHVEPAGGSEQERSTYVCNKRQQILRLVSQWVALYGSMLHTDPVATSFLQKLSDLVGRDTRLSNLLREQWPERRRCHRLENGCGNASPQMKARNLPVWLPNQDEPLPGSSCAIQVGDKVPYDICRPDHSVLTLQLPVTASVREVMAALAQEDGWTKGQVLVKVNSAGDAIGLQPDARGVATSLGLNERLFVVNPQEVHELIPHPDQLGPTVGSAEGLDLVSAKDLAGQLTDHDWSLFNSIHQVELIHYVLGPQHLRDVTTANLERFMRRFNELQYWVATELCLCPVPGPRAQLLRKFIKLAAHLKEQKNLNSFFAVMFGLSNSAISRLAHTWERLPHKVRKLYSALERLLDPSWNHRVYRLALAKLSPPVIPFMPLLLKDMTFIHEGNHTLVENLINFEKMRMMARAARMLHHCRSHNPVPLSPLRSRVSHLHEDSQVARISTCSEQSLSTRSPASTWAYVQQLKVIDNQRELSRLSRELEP
PI5P4K alpha inh: blocks human PI5P4K alpha kinase activity; P48426; PI5P4Kalpha enzyme, ADP-Glo luminescence, 60 min; hits give low values; max response, %; hit rate 1.2% among 330,000; AID 652105; active = max response of -50% or lower; inconclusive = between -30% and -50%; inactive = -30% or higher; also: value at the top dose of about 77 µM; % is scaled to controls: 0 for no effect and ±100 for the full control effect
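Compounds were pin-transferred onto PI5P4Kalpha and substrate in HEPES pH 7.4 buffer with EGTA, CHAPS and 5% DMSO. ATP (5 microM final) started the reaction, which ran 60 minutes at room temperature before ADP-Glo detection.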
EPAC1 agonist: activates human EPAC1 exchange factor. O95398. EPAC1 agonist qHTS, biochemical assay; response scale: 100% = response to 6.5 mM cAMP. Potency, µM (series often up to 154 µM), inactives show at the highest dose activation, usual class: activators. hit rate 0.073% among 360,000; also: potency is read from the fitted curve at half-maximal effect; nearly all actives have a fitted effect of over 60% in size
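Fluorescent GDP-exchange assay: 100 nM EPAC1 with 250 nM Rap1B preloaded with BODIPY-GDP and 50 uM GDP; compounds tested as concentration series, 5 min at room temperature, then read every 5 min for 30 min (ex 480/em 540 nm); normalized to 6.5 mM cAMP.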
WRN helicase inh: blocks human WRN helicase; hit rate 0.46% among 360,000; Potency, µM (titrated, usually from 114 µM), for inactives: at the top dose activity change, negative = inhibition, actives largely listed as inhibitors; WRN helicase unwinding, fluorescent forked duplex, kinetic; Q14191; AID 651768; also: potency is read from the fitted curve at half-maximal effect; % is scaled to controls: 0 for no effect and ±100 for the full control effect; nearly all actives have a fitted effect of over 55% in size
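Screening of the MLSMR collection measured strand separation of a quenched forked DNA duplex (100 nM) by 20 nM WRN with 2 mM ATP, all final. Compounds were preincubated with enzyme 15 min at room temperature.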
PLK1 PBD inh: inhibitors of human PLK1 polo-box domain binding; AID 720504; Potency, µM, for inactives: max response, negative = inhibition, most hits filed as inhibitors; Plk1 PBD binding of FITC phosphopeptide, fluorescence polarization; hit rate 2.8% among 360,000; also: potency is read from the fitted curve at half-maximal effect; series mostly up to about 57 µM; % is scaled to controls: 0 for no effect and ±100 for the full control effect; nearly all actives have a fitted effect of over 65% in size
IL-2 act: activates IL-2 in a cell-based reporter assay. IL-2 activation reporter assay, cell-based qHTS; stimulated with anti-CD3/CD4/CD28 beads; in transgenic mouse T cells. hit rate 0.065% among 360,000. activation, % (series mostly up to about 46 µM); in the data active = activation above about 50%; inconclusive = mostly about 30% to 49%; also: 0% is about no effect
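Quantitative HTS in unstimulated transgenic mouse T cells, with memory T cells as non-tolerant control and PMA/ionomycin as tolerance-bypass control. Compound pretreatment lasted 60 minutes before 18 h bead stimulation; EGFP/DsRed fluorescence read.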
Abeta yeast res: A-beta toxicity reversal in yeast. AID 1347071. yeast expressing A-beta42, growth rescue, OD600, 48 h; response scale: 0% DMSO, 100% iron-clioquinol control. hit rate 0.063% among 410,000. Potency, µM (doses to about 46.1 µM), for the others: at the top dose growth rescue, most hits filed as activators; also: potency is read from the fitted curve at half-maximal effect; nearly all actives have a fitted effect of over 55% in size
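Yeast growth medium received pinned compounds, then yeast cells expressing toxic A-beta were added; plates incubated at 30 C for 48 hr. Growth read as absorbance at 600 nm, normalized to DMSO and equimolar FeCl3 plus clioquinol controls.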
Starred values were filed as active, the others as inactive; ? = inconclusive; / = no result given; & = joins results of further samples; [ ] = dose if it differs, or a comment. Unless noted, calls follow the shape of the dose curve; as a rule, active = well fitted curve in the direction sought with a large enough effect; inconclusive = small, poorly fitted or top-dose-only effect, or another doubt; inactive = no such curve, though single readings can be large; an effect the other way counts as inactive or inconclusive.

compound | FUS suppressor | EPAC1 antagonist | PI5P4K alpha inh | EPAC1 agonist | WRN helicase inh | PLK1 PBD inh | IL-2 act | Abeta yeast res
O=C(Nc1ccc(C(=O)N2CCN(c3ccccc3F)CC2)cc1)C1=CSCCO1 | 38% | -14% | 0 | 3% | -4% | -6% | 0.7 | /
Cc1ccc(-n2nc(C)cc2NC(=O)CC#N)cc1 | -21% | 1% | -4 | 5% | 5% | 2% | 0.9 | 7%
c1cc[n+](CCCC[n+]2ccccc2)cc1 | -43% | -15% | -2 | 5% | 2% | -11% | 0.3 | 22%
CC(C)(C)c1ccc(Cn2nnc3c(=O)[nH]c(C4CCN(C(=O)Cc5cccs5)CC4)nc32)cc1 | ? | -1% | / | 12% | -13% | -14% | -3.4 | 28%
CC1=CCC2C(=O)N(c3ccc(Br)cc3C)C(=O)C2C1 (stereo not given) | 1% | -10% | -4 | -11% | 2% | -1% | -3.4 | 18%
Cc1nn(CCC(=O)N2CCN(S(=O)(=O)c3ccc(Cl)cc3)CC2)c(C)c1C | -10% | 0% | -3 | 9% | -6%[57.1 µM] | 2% | 0.1 | -13%
S=C(Nc1ccc(Cl)cc1)NN1CCOCC1 | -4% | 1% | -2 | -1% | -5% | -5% | 0.6 | -5%
Cc1[nH]c2ccccc2c1N=Nc1cc(C(=O)O)cc(C(=O)O)c1 | 38% | 1% | -9 | -1% | 1%[57.1 µM] | -9% | 0.3 | -8%
COc1cccc(C(=O)Nc2c3c(nn2-c2cccc(C)c2C)CS(=O)C3)c1OC (stereo not given) | 16% | 7% | -6 | -4% | 7% | -11% | -1.1 | 9%
O=C(Nc1nc2ccc([N+](=O)[O-])cc2s1)c1ccncc1 | 14% | 19% | 2 | -1% | -5% | 2% | 0.4 | 5%
COc1cccc(CN2CCN(C3CCN(c4cccc(C)c4C)CC3)CC2CCO)c1 (stereo not given) | 11% | 5% | 1 | 1% | -9% | 2% | -0.7 | -3%
CCNC(=S)NCc1ccc2c(c1)OCO2 | -20% | 0% | -3 | 4% | 9% | -12% | -3.4 | 9%
C/C(=N\NS(=O)(=O)c1ccc(C)cc1)c1ccc(C)s1 | 6% | 3% | 1 | 3% | 0% | -8% | 1.4 | -14%
CC(=O)c1sc(NC(=O)C2(F)C(F)(F)C(F)(F)C(F)(F)C(F)(F)C2(F)F)nc1C | 5% | -8% | / | -11% | -9% | ? | -2.9 | -88%[inhibitor]
CC12COC3(C(=O)Nc4nccs4)CC1CCC32C (stereo not given) | -19% | -1% | 12 | 0% | 3% | -8% | -1.0 | 7%
c1ccc(CCCNCCCn2cnc3c(OCc4ccccc4)ncnc32)cc1 | 14% | -6% | 17 | 4% | -6% | 0% | -0.8 | 9%
O=C(Nc1ccccc1)N1CCc2ccccc21 | 24% | -12% | / | 2% | 0% | -6% | 0.4 | 8%
O=C(Nc1ccccc1N1CCOCC1)C1CCCO1 (stereo not given) | / | -2% | 1 | -8% | 6% | -3% | -1.4 | 12%
COc1ccc(N2CC(C(=O)NNC(=O)c3ccc(Br)cc3)CC2=O)c(OC)c1 (stereo not given) | -6% | -4% | 9 | 6% | 3% | -2% | -3.2 | -2%
CCCCc1cc(=O)oc2c(C)c(OCC(=O)NCC3CCC(C(=O)O)CC3)ccc12 (stereo not given) | 25% | ? | -3 | -9% | -11% | -13% | -0.4 | 0%
COCCn1c(SCC(=O)NCc2ccco2)nnc1C(C)C | 11% | -7% | 0 | -1% | 0% | -10% | -1.0 | 0%
O=S(=O)(N/N=C\c1cccc(F)c1)c1ccccc1 | -17% | -2% | 8 | -1% | 2% | -10% | 1.0 | ?
CCOc1cc(OCC)cc(C(=O)NCCN2CCC(n3c(=O)[nH]c4ccccc43)CC2)c1 | -5% | -3% | 0 | 4% | -2% | -4% | -0.7 | -8%
Cc1cccc(NC(=O)Nc2cccnc2)c1C | 26% | -27% | 0 | -2% | -3% | -3% | -0.7 | -6%

Next section:
Value order: FUS suppressor, EPAC1 antagonist, PI5P4K alpha inh, EPAC1 agonist, WRN helicase inh, PLK1 PBD inh, IL-2 act, Abeta yeast res
COc1ccccc1N1CC(C(=O)Nc2nnc(SCC(=O)NC(C)C)s2)CC1=O (stereo not given)
    11%, 14%, -12, -7%, 4%, -26%, -2.6, 6%
O=C(Nc1ccc(N2CCCCC2)c(Cl)c1)c1ncn[nH]1
    19%, 0%, -8, -15%, 0%, -4%, 0.6, 17%
CC(NC(=O)C1CCC(CNS(=O)(=O)c2ccccc2)CC1)c1ccccc1 (stereo not given)
    5%, 1%, 16, 1%, 2%, -6%, -5.0, -2%
Cc1ccc(NC(=O)C(C)N2CCOCC2)c(C(=O)c2ccccc2)c1 (stereo not given)
    1%, 8%, 8, -1%, 4%, 1%, 0.1, 9%
Brc1ccc(N=NNc2ccccc2)cc1
    11%, -8%, 24, 0%, 2%[57.1 µM], 7%, -0.8, 0%
COc1ccc(CN(C)C(=O)c2cccc(S(=O)(=O)N3CCCc4ccccc43)c2)c(OC)c1OC
    ?, -19%, 14, 15%, -10%, 4%, -0.7, 0%
C=CCn1c(COc2ccccc2)nnc1SCC(=O)Nc1ccc2c(c1)OCCO2
    -9%, -12%, 4, 3%, ?, -10%, -0.4, 12%
CC(C)Cc1nc(N2CCOCC2)c(C#N)c2c1CCC2
    23%, -12%, 2, -5%, -1%[57.1 µM], 1%, -2.8, -11%
Cc1ccc(C2(c3ccccc3)NC(=O)N(CC(=O)N(C)C3CCS(=O)(=O)C3)C2=O)cc1C (stereo not given)
    28%, -16%, -9, -7%, -5%, -4%, 3.2, -8%
CCn1c(C)cs/c1=N\C(=S)Nc1ccccc1C
    /, -6%, -6, 3%, -24%, -9%, -0.3, 9%
CCc1ccccc1Oc1nc(NC(C)C)nc2ccsc12
    4%, -24%, 17, -3%, -10%, -1%, -0.7, 21%
COc1cc(/C=N/Nc2ccc(Cl)c(C(=O)O)c2)ccc1OC(=O)c1ccco1
    24%, ?, 1, -13%, -31%, -19%, -0.2, -14%
CCN(C1CCCCC1)S(=O)(=O)c1ccc(S(=O)(=O)N2CCN(CCC#N)CC2)cc1
    23%, -12%, 0, -3%, -6%, 6%, -3.1, 4%
CCCN(CCC)C(=O)c1cc2c(=O)n3cccc(C)c3nc2s1
    26%&15%, 6%, 2, 2%, 0%, -13%, -0.7, -28%&-42%
CCN(CC)C(CNC(=O)c1cc(=O)[nH]c2ccccc12)c1ccccc1Cl (stereo not given)
    -2%, 15%, -13, 6%, 1%, 0%, -2.7, 3%
CNC(=S)NCc1ccc(OC)cc1
    /, -12%, -7, -5%, 12%, -1%, 1.4, 13%
N#CCCN(C1CCCCC1)S(=O)(=O)CCOc1ccccc1
    -7%, -4%, 4, -1%, 6%, 1%, -0.7, -5%
COc1ccc(NC(=S)NNc2ccc(S(=O)(=O)Nc3ccccc3C(=O)O)cc2[N+](=O)[O-])cc1
    33%, ?, -71*, -4%, -10%[11.6 µM], 8.4µM*, 4.1, -20%
c1nc(NCCN2CCOCC2)c2c3c(sc2n1)CCCCC3
    9%, -2%, 1, -1%, -5%, -18%, -2.5, 11%
CN1CCN(S(=O)(=O)c2cccc(C(=O)N(C)CC(=O)Nc3ccc(F)c(F)c3F)c2)CC1
    1%, -6%, -2, -20%, -5%, -1%, -0.2, 6%
Cc1cccc(N2CCN(C(=O)Cn3c(=O)[nH]c4ccsc4c3=O)CC2C)c1 (stereo not given)
    -10%, -1%, 0, -6%, -3%, 2%, 0.9, 29%
O=C(COC(=O)c1ccc2ccccc2n1)c1ccccc1
    5%, 7%, 4, 6%, -4%, -10%, 0.6, -14%
Cc1cc(C(=O)N/N=C/c2cccs2)n[nH]1
    -11%, 1%, -7, 0%, 6%, 5%, 6.4, -8%
CCCCn1c(N)c(N(CC(C)C)C(=O)c2cccs2)c(=O)[nH]c1=O
    7%, -12%, 5, -5%, -8%, -5%, 0.2, -5%
Cc1cc2nc(C3CCN(Cc4nnnn4Cc4cccs4)CC3)[nH]c2cc1C
    24%, -12%, /, 8%, -8%, -1%, -1.0, 6%
O=C(COC(=O)COc1cccc(C(F)(F)F)c1)Nc1ccc(N2CCOCC2)cc1
    5%, -26%, 5, 2%, 0%, 2%, 0.5, -4%

Compound profiles, as listed above:
Results for O=C(Nc1ccc(N2CCCCC2)c(Cl)c1)c1ncn[nH]1 → FUS suppressor: 19%; EPAC1 antagonist: 0%; PI5P4K alpha inh: -8; EPAC1 agonist: -15%; WRN helicase inh: 0%; PLK1 PBD inh: -4%; IL-2 act: 0.6; Abeta yeast res: 17%
Results for CNC(=S)NCc1ccc(OC)cc1 → FUS suppressor: /; EPAC1 antagonist: -12%; PI5P4K alpha inh: -7; EPAC1 agonist: -5%; WRN helicase inh: 12%; PLK1 PBD inh: -1%; IL-2 act: 1.4; Abeta yeast res: 13%
Results for O=C(COC(=O)COc1cccc(C(F)(F)F)c1)Nc1ccc(N2CCOCC2)cc1 → FUS suppressor: 5%; EPAC1 antagonist: -26%; PI5P4K alpha inh: 5; EPAC1 agonist: 2%; WRN helicase inh: 0%; PLK1 PBD inh: 2%; IL-2 act: 0.5; Abeta yeast res: -4%

An unsorted share of the library; 4.1% or so of the library scored in one or more.
